Bioassay records as filed in PubChem.
OX1R antag-1 = OX1R (HCRTR1) antagonists, primary screen, fluorescence, CHO/OX1R cells, Fluo-8 calcium, orexin A | Orexin/Hypocretin receptor type 1 (Homo sapiens), O43613 | Fluo-8 calcium fluorescence | inhibition, % at 5 µM | hit rate 0.43% among 330,000 | AID 434989, 2010;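 active = inhibition above its plate's threshold, mean inhibition of all tested compounds on the plate plus 3 SD, cut at about 37% in these data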;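 note: 0% = orexin A challenge wells and 100% = SB-334867-A antagonist wells; not every result past the cut was called active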
Target sequence (O43613 whole entry, looked up): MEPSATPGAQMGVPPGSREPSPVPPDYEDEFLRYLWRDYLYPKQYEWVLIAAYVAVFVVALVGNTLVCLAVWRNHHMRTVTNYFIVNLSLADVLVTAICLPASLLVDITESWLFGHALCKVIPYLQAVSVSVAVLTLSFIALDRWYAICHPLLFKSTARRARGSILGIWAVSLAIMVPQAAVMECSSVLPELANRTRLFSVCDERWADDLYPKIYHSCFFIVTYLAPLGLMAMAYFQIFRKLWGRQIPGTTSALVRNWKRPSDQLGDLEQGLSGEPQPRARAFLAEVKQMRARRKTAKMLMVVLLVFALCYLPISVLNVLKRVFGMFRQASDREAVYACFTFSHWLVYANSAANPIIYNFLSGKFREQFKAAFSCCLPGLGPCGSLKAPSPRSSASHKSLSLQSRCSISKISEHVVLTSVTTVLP
OX1R antag-2 = antagonists of human orexin 1 receptor (OX1R); OX1R-expressing cells, FRET antagonist read-out; inhibition, % at 6.6 µM; hit rate 1.8% among 330,000; AID 485270, 2010; in the data active = inhibition mostly above about 38%, no sharp cut-off; inactive = mostly below about 40%;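 note: 0% = agonist challenge alone and 100% = reference antagonist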
An asterisk follows results filed as active.

SMILES	OX1R antag-1	OX1R antag-2
CCOC(=O)c1c(-c2cccs2)csc1NC(=O)COC(=O)c1c(C)noc1C	15	20
O=C(NN1CCOCC1)c1cc(-c2cccs2)nc2ccccc12	-23	12
CCN1CCN(CC(=O)Nc2nc3ccc(OC)cc3s2)CC1	-2	32
Cc1ccc(NS(=O)(=O)c2cccc(C(=O)N3CCCCCC3)c2)cc1	-29	5
O=C(Nc1ccccc1)Nc1ccc2ccccc2c1	-1	16
CCc1ccc2oc(-c3cccc(NC(=O)c4cccnc4)c3)nc2c1	-16	25
CC1(C)CC(NC(=O)C23CCC(C)(/C(=N/O)C2)C3(C)C)CC(C)(C)N1 (stereo unspecified)	-6	4
O=C(Cc1ccccc1)N/N=C/C=C/c1ccccc1[N+](=O)[O-]	4	10
O=C(CNC(=O)c1ccc(Br)cc1)NCC(=O)OCC(=O)c1ccccc1	-13	12
Cc1nnc(SC(C)C(=O)NC2CCCCC2C)n1N (stereo unspecified)	-10	7
Cc1ccc(-c2cc(C(=O)NNC(=O)c3csc(N4CCOCC4)n3)c3ccccc3n2)cc1	-20	8
O=C(NCCO)C1COc2ccccc2O1 (stereo unspecified)	-6	32
CC1=NN(c2ccccc2)C(=O)C1C=Nc1ccc(N(C)C)cc1 (stereo unspecified)	-4	12
COc1ccc(NC2CCCN(C(=O)c3ccc4[nH]c(C)c(C)c4c3)C2)cc1 (stereo unspecified)	-19	3
Cc1ccc(-n2c(P(C)(=O)O)nc3ccccc32)cc1	-15	10
COC(=O)C1=C(C)Nc2nnnn2C1c1ccccc1Cl (stereo unspecified)	4	-3
CC(C)(C)c1ccc(CSc2nnc(-c3ccccn3)n2Cc2ccco2)cc1	-3	24
CCOc1ccc(C(=O)Nc2nnc(SCC(=O)NCC3CCCO3)s2)cc1 (stereo unspecified)	-18	41
CC(C(=O)NCCCc1ccccc1)n1cccc1C(=O)c1ccccc1 (stereo unspecified)	-16	18
COc1ccc(O)c(/C=N/NC(=O)CCC(=O)Nc2ccc(C)cc2)c1	-27	10
O=C(Nc1ccc(Cl)cc1)Nc1nnc(SCc2ccccc2)s1	-4	16
COc1cccc(-c2nn(-c3ccccc3)cc2CN(C)Cc2ccon2)c1	-35	11
O=C(NNC(=S)NCc1ccccc1)c1ccc(Br)cc1	-19	28
O=C(c1ccc(COc2ccc3ccccc3c2)o1)N1N=C(C(F)F)CC1(O)C(F)F (stereo unspecified)	16	13
CC(NC(=O)c1ccccc1)C(=O)OCC(=O)c1ccc(Br)cc1 (stereo unspecified)	-31	20
C#CCOCCOCCOCCNc1nc(N2CCN(C(=O)[C@H](CCC(=O)O)n3cc([C@@H](N)[C@H](C)CC)nn3)CC2)nc(N2CCN(C(=O)[C@H](CCC(=O)O)n3cc([C@@H](N)CCSC)nn3)CC2)n1	-3	-1
COc1ccc(Cl)cc1NC(=O)C1CCN(C(=O)Nc2ccccc2)CC1	-18	13
Cc1cc(-c2nnc(SCc3ccccn3)o2)no1	-15	2
COC(=O)c1cccc(N(CC(=O)NC2CCCCC2)C(=O)CNC(=O)c2cccs2)c1	-26	-6
Cc1ccccc1N1CCN(Cc2nc(Cc3ccccc3)no2)CC1	-27	10
O=C(CSc1nnc(-c2cccnc2)o1)N1CCCCC1	-12	8
NC(=O)c1cc2ccccc2o/c1=N/NC(=O)c1cccs1	-26	43
Cc1ccc(-c2csc(/C(C#N)=C/Nc3ccc4c(c3)OCCO4)n2)cc1	-3	12
Cc1nn(C)cc1C1C2=C(CC(C)(C)CC2=O)N(c2ccccc2)C2=C1C(=O)CC(C)(C)C2	-30	10
COC(=O)CN(C)C(=O)CC1C(=O)NCCN1CC(C)(C)C (stereo unspecified)	-5	9
COc1ccc(C(=O)Nc2ccccc2N2CCN(C(=O)c3ccccc3)CC2)cc1Br	-24	17
CCN(C(=O)c1cn(C)c(=O)c2cc(OC)c(OC)cc12)c1cc(OC)ccc1OC	-8	8
CC(C)NC(=O)Cn1c(SCC(=O)c2ccc(F)cc2)nc2ccccc21	-32	22
CCOC(=O)CNC(=O)c1cc(OC)cc(OC)c1	-15	9
COC(=O)CSc1nc(N2CCOCC2)c2c(c1C#N)CC(C)(C)N(C)C2	-24	19
NS(=O)(=O)c1cccc(NC(=O)c2ccno2)c1	1	-6
CCOC(=O)N1CCC(NC(=O)CCC(=O)N2CC(C)Oc3ccccc32)CC1 (stereo unspecified)	-25	10
O=C(CNC(=O)c1ccc2c(c1)OCCO2)N/N=C/c1ccc(O)cc1O	-17	8
Cc1ccc(/C=c2\sc3n(c2=O)CN(c2cccc(Br)c2)CN=3)o1	-7	80*
CC(=O)c1cccc(NC(=O)Nc2cnn(Cc3ccc(Cl)cc3Cl)c2)c1	4	25

Another view of part of the listing above.
SMILES,OX1R antag-1,OX1R antag-2
Cc1cc(-c2nnc(SCc3ccccn3)o2)no1,-15,2
COC(=O)c1cccc(N(CC(=O)NC2CCCCC2)C(=O)CNC(=O)c2cccs2)c1,-26,-6
Cc1ccccc1N1CCN(Cc2nc(Cc3ccccc3)no2)CC1,-27,10
O=C(CSc1nnc(-c2cccnc2)o1)N1CCCCC1,-12,8
NC(=O)c1cc2ccccc2o/c1=N/NC(=O)c1cccs1,-26,43
Cc1ccc(-c2csc(/C(C#N)=C/Nc3ccc4c(c3)OCCO4)n2)cc1,-3,12
Cc1nn(C)cc1C1C2=C(CC(C)(C)CC2=O)N(c2ccccc2)C2=C1C(=O)CC(C)(C)C2,-30,10
COC(=O)CN(C)C(=O)CC1C(=O)NCCN1CC(C)(C)C (stereo unspecified),-5,9
COc1ccc(C(=O)Nc2ccccc2N2CCN(C(=O)c3ccccc3)CC2)cc1Br,-24,17
CCN(C(=O)c1cn(C)c(=O)c2cc(OC)c(OC)cc12)c1cc(OC)ccc1OC,-8,8
CC(C)NC(=O)Cn1c(SCC(=O)c2ccc(F)cc2)nc2ccccc21,-32,22
CCOC(=O)CNC(=O)c1cc(OC)cc(OC)c1,-15,9
COC(=O)CSc1nc(N2CCOCC2)c2c(c1C#N)CC(C)(C)N(C)C2,-24,19
NS(=O)(=O)c1cccc(NC(=O)c2ccno2)c1,1,-6
CCOC(=O)N1CCC(NC(=O)CCC(=O)N2CC(C)Oc3ccccc32)CC1 (stereo unspecified),-25,10
O=C(CNC(=O)c1ccc2c(c1)OCCO2)N/N=C/c1ccc(O)cc1O,-17,8
Cc1ccc(/C=c2\sc3n(c2=O)CN(c2cccc(Br)c2)CN=3)o1,-7,80*

New compounds follow:
SMILES	OX1R antag-1	OX1R antag-2
COc1ccc(S(=O)(=O)Nc2nnc(Cc3ccc(OC)c(OC)c3)s2)cc1	-5	13
CN(C)CCCN(C(=O)COc1ccc(Cl)cc1)c1nc2ccc(F)cc2s1	-19	8
CNC(=O)Cn1nc(-c2ccc(Cl)cc2)c2ccccc2c1=O	-2	2
Clc1cccc(/C=N/Nc2nnc(Cl)c3ccccc23)c1	-12	11
CC(=O)N1CCN(S(=O)(=O)c2ccc(S(=O)(=O)N3CCCC(C)C3)cc2)CC1 (stereo unspecified)	-9	15
CCCN(CCC)C(=O)c1ccc2c(c1)N(Cc1ccccc1)C(=O)CS2=O (stereo unspecified)	-35	12
c1ccc(-c2cccc(-c3ccccc3)n2)cc1	-5	-8
CCOc1ccc(N(CC(=O)Nc2ccccc2Cl)S(C)(=O)=O)cc1	-19	12
COc1ccc(-c2c(C)nn(-c3ccccc3)c2N)cc1OC	-18	11
S=C(Nc1ccc(Cl)cc1Cl)NC1CCN(Cc2ccccc2)CC1	-7	3
Cc1cccc(C(=O)NC(=S)NCc2ccccc2)c1	-24	32
FC(F)Oc1cccc2cccnc12	-12	-3
CC(=O)N1CCOc2ccc(S(=O)(=O)NCc3ccc(C)cc3)cc21	-19	10
CCOc1ccc(N2C=Nc3ccc(OCC)cc3C2)cc1	-34	3
CCOC(=O)C1CCCN(c2c(Nc3cccc(C)c3)c(=O)c2=O)C1 (stereo unspecified)	-31	15
CSc1ncccc1C(=O)Nc1ccc(S(=O)(=O)Nc2nccs2)cc1	-6	15
Cc1cc(C(=O)Nc2cccc(S(=O)(=O)N3CCOCC3)c2)c2ccccc2n1	-17	8
N#CN=C(c1ccccc1)c1ccccc1	1	21
CCN1CCN(c2cc(C)c3cc(NC(=O)c4cnccn4)ccc3n2)CC1	-17	17
CCCOc1ccc(C(=O)Nc2c[nH]c(=O)[nH]c2=O)cc1	-4	-3
c1ccc(Nc2nc(NCC3CCCO3)c3ccccc3n2)cc1 (stereo unspecified)	-28	24
COc1ccc(C(=O)NC(=S)NNC(=O)c2ccco2)cc1	-4	7
CCc1nc2ccc(C(=O)N3CCN(c4cccc(OC)c4)CC3)cc2nc1CC	-15	11
CC1(C)OC(=O)C(=CNc2ccc(F)cc2)C(=O)O1	-20	7
CCOC(=O)/C(C(N)=NCCCO)=C(/O)c1ccccc1	4	11
O=C(Cn1c(=O)c(=O)n(Cc2ccccc2)c2ccc(Cl)cc21)Nc1ccc(F)cc1F	-9	4
CC(=O)Nc1cc(-c2ccc(Cl)cc2)[nH]n1	-2	9
CCOC(=O)c1c(/N=C/N(C)C)sc(C=O)c1-c1ccccc1	-9	2
Cc1ccc(C(=O)Oc2cc(-c3ccccc3)no2)cc1	-20	4
COc1cc(/C=C(/C#N)C(=O)NCCCc2ccccc2)ccc1OCC(=O)O	-12	6
Cc1cc(C)nc(SCC(=O)Nc2ccc(N3CCOCC3)c(Cl)c2)n1	32	55
CCOC(=O)N1CCN(C(=O)COc2ccc(S(=O)(=O)Nc3ccc(OCC)cc3)cc2)CC1	-22	16
Cc1nccn1CC(=O)N/N=C/c1ccccc1O	-5	16
COc1ccc(-c2ccc(-c3noc(-c4cccs4)n3)c(OC)n2)cc1	-29	22
Cc1sc2c(c1C)CN(C1CC(C)(C)NC(C)(C)C1)CN2C(=O)c1ccco1	-19	15
CN1CCN(c2ccc(C(F)(F)F)cc2NC(=O)Nc2ccccc2)CC1	17	-6
COc1ccc(CN2CN(C3CCCC3)CSC2=S)cc1	5	22
CCOC(=O)c1ccc(-c2ccc(/C=N/NC(=O)CN(c3ccccc3Cl)S(C)(=O)=O)o2)cc1	2	22
COc1ccc(-c2nnc(SCC(=O)Nc3cc(C)on3)n2N)cc1OC	-17	3
CCOC(=O)[C@H]1[C@H]2COc3ccc(OC)cc3[C@@H]2N2C(=O)CN(Cc3ccco3)C(=O)[C@@]12C	-14	5
CC1=NN(C(N)=S)C(=O)C1N=Nc1ccc(C)c(Br)c1 (stereo unspecified)	0	2
O=C(NCc1cccs1)c1cnn2cccnc12	-6	16
COc1ccc(C(=O)CCC(=O)NCCc2ccccc2F)cc1	8	-4
Cc1cc2nc(C(F)(F)F)[nH]c(=O)n2n1	-11	8
O=C1CC(c2cccs2)c2cc3c(cc2N1)OCCO3 (stereo unspecified)	-9	11
CCCCC(CCC(=O)Nc1cccc([N+](=O)[O-])c1)C(=O)O (stereo unspecified)	0	22
COc1cc(NC(=O)c2ccc(C(=O)c3ccccc3)cc2)cc(OC)c1OC	-23	37
Cc1oc(/N=C/c2cccc([N+](=O)[O-])c2)c(C#N)c1C	-10	0
CCN1CCN(C(=O)c2ccc3c(c2)S(=O)(=O)c2ccccc2C3=O)CC1	0	60*
COC(=O)CNC(=O)/C=C/c1cc(Br)ccc1OC	-14	22
O=[N+]([O-])c1ccccc1/C=N/n1c(COc2ccccc2)n[nH]c1=S	-15	38
CCc1ccc2c(c1)C(NC(C)=O)C(=O)N2CC (stereo unspecified)	2	18
COc1ccccc1C(=O)NC(=O)COC(=O)Cc1ccccc1[N+](=O)[O-]	-21	14
COc1ccc(OC2CCN(S(=O)(=O)c3ccc(C(C)=O)cc3)CC2)cc1	-20	3
N/C(=N\OC(=O)c1cc(Br)ccc1Cl)c1ccccn1	-42	41
COc1cc(-c2nc(-c3ccc(NC(=O)c4ccc(Br)o4)cc3)no2)cc(OC)c1OC	-6	7
Nc1ccc(C(=O)OCc2nc3ccccc3s2)cc1	-13	11
CCOc1cc(C(=O)N(C)c2ccccc2)cc(OCC)c1OCC	-22	12
O=C(c1ccc2snnc2c1)N1CCCCC1	-17	16
Cc1coc2c(O)cc3c(c12)OC1(N2CCCCC2)C(=O)NCCCC31 (stereo unspecified)	-10	20
Continuation:
SMILES	OX1R antag-1	OX1R antag-2
CCN(CC)S(=O)(=O)c1ccc(Cl)c(NC(=O)c2ccccc2C)c1	-20	39
O=C(CCn1cccc1)Nc1ccccc1F	0	7
O=C(c1cc([N+](=O)[O-])cc([N+](=O)[O-])c1)N(c1ccccn1)c1ccccn1	5	103*
Cc1ccc(/C=N/NC(=O)CSCc2ccc(Cl)cc2)cc1	-24	20
CC(C)(C)NC(=O)C(c1ccc(F)cc1)N(CC1CCCO1)C(=O)c1csnn1 (stereo unspecified)	-34	25
C=CCn1cc([N+](=O)[O-])nc1C	-7	9
O=C1CSC(c2ccccc2)N1c1ccccc1F (stereo unspecified)	-5	4
O=C1c2ccccc2C(=O)N1Cc1nc(-c2ccccn2)no1	-18	18
COc1cc2c(cc1OC)C(C)N(C(=S)Nc1ccccc1)CC2 (stereo unspecified)	-8	0
O=C(Nc1ccc(Cl)cc1)N1CCC(c2nc(-c3cccs3)no2)CC1	-16	18
COc1ccc(CCNC(=O)c2ccc(NC3=NC4CS(=O)(=O)CC4S3)cc2)cc1OC (stereo unspecified)	12	5
O=C(Nc1sc2c(c1C(=O)NCCCO)CCCC2)c1ccccc1	-19	4
Cc1cc(NC(=O)CCC(=O)N(Cc2cccnc2)C(C(=O)NC(C)(C)C)c2ccccc2Cl)no1 (stereo unspecified)	-13	13
Cc1ccc(N2C(=O)[C@@H]3C(C(=O)CCN4C(=O)c5ccccc5C4=O)=NN[C@@H]3C2=O)cc1	-34	13
Cc1ccc(NS(=O)(=O)c2ccc(C(=O)NCCCN3CCCC3=O)cc2)cc1	-2	17
CCCCN(CC)CCCNC(=O)c1cn(-c2ccc(OC)cc2)c(=O)c2ccccc12	-17	-7
CCOC(=O)/C=C1\SCC(=O)N1CC(=O)Nc1ccc(C(C)C)cc1	-11	9
